High-throughput results as filed in PubChem.
FAS-TE inh = FAS thioesterase domain inhibitors, primary screen, biochemical, fluorescence intensity, uHTS; Fatty acid synthase (Homo sapiens), P49327; recombinant FAS-TE, OMFH fluorogenic substrate, fluorescence endpoint; inhibition, % at 15 µM; hit rate 0.67% among 360,000;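 active = compounds whose normalised, plate-corrected inhibition of enzyme fluorescence in the single-dose primary screen is 50% or more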;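 note: 0% = DMSO with enzyme and 100% = substrate without enzyme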
NRP1-CendR mod = modulators of CendR peptide binding to NRP-1, primary screen, biochemical, fluorescence polarization, uHTS | AID 602438, 2012 | inhibition, % at 25 µM | FAM-RPARPAR peptide binding to NRP-1 | hit rate 0.85% among 360,000 | Neuropilin-1 (Homo sapiens), O14786;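 active = inhibition or corrected inhibition above about 18%, plus a signal ratio from 0.5 to 1.5, limit read from the data, passing the limit was not always enough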; note: strong numbers were not always called active
MT1-MMP act inh = blockers of MT1-MMP proenzyme processing, primary screen, HT1080 RFP-PRO-GFP cells, GFP/RFP fluorescence. GFP/RFP ratio fluorescence, overnight; percent of plate control window, DMSO zero. GFP/RFP ratio change, % at 20 µM. hit rate 0.061% among 360,000. AID 651647, 2012;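 active = GFP/RFP ratio change of at least 30% with cell ATP level not reduced by more than half and red fluorescence within 50% of control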; note: strong numbers were not always called active
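Material: RFP-PRO-GFP reporter HT1080 cells. Dosing: single-point 20 µM compound, 1% DMSO. Controls: DMSO and RFP-L50D-GFP cell wells. Timing: cells overnight before dosing, compound overnight, 37 °C, 5% CO2. Measure: GFP/RFP fluorescence ratio.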
MsrA inhibitor = bovine MsrA enzyme inhibitors, primary screen, biochemical, absorbance, HTS; Methionine sulfoxide reductase A (Bos taurus); purified bovine MsrA, absorbance read-out; inhibition, % at 15.5 µM; hit rate 0.75% among 360,000; in the data active = inhibition above about 4.5%;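 note: 0% = vehicle wells with enzyme and 100% = reference inhibitor wells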
SKN-1 inh = suppressors of acrylamide-induced Pgst-4::GFP reporter in worms, primary screen, SKN-1 inhibitor project, whole organism, uHTS, GFP/RFP fluorescence ratio, strain VP596; inhibition, % at 21.8 µM; hit rate 0.49% among 360,000; C. elegans VP596 Pgst-4::GFP/RFP ratio, 24 h;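 active = interference check ratio from 0.5 to 1.5 plus GFP to RFP signal ratio inhibition reaching or exceeding a fixed threshold, cut at about 30% in these data, passing the limit was not always enough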; note: some compounds called inactive have numbers as strong as hits
Rin1-Abl PPI inh = inhibitors of Rin1-Abl protein binding, primary screen, biochemical, TR-FRET. Tyrosine-protein kinase ABL1 (Homo sapiens) + Ras and Rab interactor 1 (Homo sapiens), …. inhibition, % at 7.35 µM. hit rate 0.4% among 360,000; in the data active = inhibition above about 5%, passing the limit was not always enough
Neddyl block = inhibitors of cullin neddylation, primary screen, biochemical, TR-FRET, uHTS, NAE and Ubc12 | NEDD8-conjugating enzyme Ubc12 (Homo sapiens) + NEDD8-activating enzyme E1 regulatory … | calls only at 25 µM | hit rate 0.58% among 360,000; in the data active = inhibition above about 36%
eLon inh = inhibitors of E. coli Lon protease, primary screen, biochemical, fluorescence polarization; P0A9M0; purified E. coli Lon protease; inhibition, % at 7.94 µM; hit rate 0.42% among 360,000; AID 602123, 2011; in the data active = inhibition above about 13%, passing the limit was not always enough;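 note: 0% = enzyme with probe and DMSO and 100% = no enzyme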
bovine MsrA act = bovine MsrA enzyme activators, primary screen, biochemical, absorbance, HTS; activation, % at 10.6 µM; Methionine sulfoxide reductase A (Bos taurus); hit rate 0.3% among 360,000; purified bovine MsrA, absorbance read-out; in the data active = activation above about 7.5%;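 note: 0% = vehicle and 100% = reference activator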
* hit, by the source's call; i = inactive; · = not tested or not shown. Compounds as they come; any-hit rate near 4.2%.

SMILES,FAS-TE inh,NRP1-CendR mod,MT1-MMP act inh,MsrA inhibitor,SKN-1 inh,Rin1-Abl PPI inh,Neddyl block,eLon inh,bovine MsrA act
COc1cc(CNc2nc3ccccc3s2)cc(OC)c1OC,7.9,-9.8,12.4,-0.1,1.8,1.6,i,-6.0,-9.0
Cc1c(N/C(=N/S(=O)(=O)c2ccc(F)cc2)c2ccccc2)c(=O)n(-c2ccccc2)n1C,-6.5,-7.5,-1.9,0.0,-1.4,4.3,i,-2.3,-3.0
CCc1ccc(-c2c(C)sc(NC(=O)C3CCC3)c2C#N)cc1,-9.3,9.8,-2.0,-0.3,2.2,-4.1,i,0.1,-3.2
Oc1c(N=Nc2nn[nH]n2)ccc2ccccc12,15.5,15.4,9.9,2.1,53.5*,1.1,i,48.1*,-0.7
Cc1cn([C@H]2C[C@H](O)[C@@H](CNCc3ccccc3OCCCN3CCOCC3)O2)c(=O)[nH]c1=O,-3.3,-7.6,4.2,-0.7,14.3,0.0,i,-9.2,0.9
CCC(c1nnnn1-c1ccc(OC)cc1)N1CCN(C/C=C/c2ccccc2)CC1 (centres undefined),3.1,4.4,-2.7,0.8,19.8,-1.3,i,7.0,-1.0
CC1CC(C)CN(CCCNC(=O)C2CCN(S(=O)(=O)N3CCCCC3)CC2)C1 (centres undefined),-8.4,3.5,1.4,-0.6,0.7,0.3,i,-6.8,-3.5
Cc1cc(C)cc(N(CCC#N)C(=O)COC(=O)CCc2c[nH]c3ccccc23)c1,20.3,0.3,-3.9,-0.6,3.0,-1.2,i,4.5,-0.4
COc1ccc(NC(=O)CN(C)C(=O)c2ccc3[nH]c4c(c3c2)CC(C)CC4)cc1 (centres undefined),8.3,8.0,5.2,0.8,-13.0,1.0,i,-3.8,-6.3
CC(C)(C)c1cc(P(=O)(c2ccccc2)c2ccccc2)ccc1O,3.3,-11.5,4.0,0.1,-6.7,1.3,i,-1.0,-2.6
COc1ccc(/C=C(\C#N)C(=O)NC2CCS(=O)(=O)C2)cc1OC (centres undefined),-11.7,-3.2,1.0,3.5,-1.8,-5.2,i,-3.6,0.0
Cc1ccc(F)cc1NC(=O)CCc1c(C)[nH]c(=O)c(C#N)c1C,-4.0,4.9,-4.0,1.0,5.4,0.5,i,1.1,-0.5
COCCNC(=O)C1(C)CCCN(C(=O)c2ccc(F)cc2Cl)C1 (centres undefined),-6.0,16.6,5.1,-0.5,10.2,-1.0,i,-3.9,-1.2
CCn1c(CN2CCOCC2)nnc1SCC(=O)Nc1ccc(C(C)=O)cc1,-6.3,11.3,-1.8,1.1,2.4,4.0,i,-9.6,-2.9
CCOC(=O)c1ccc(P(=O)(c2ccccc2)c2ccccc2)cc1,-6.2,-3.5,1.1,-1.5,11.6,2.1,i,7.3,-2.4
CCN(CC)S(=O)(=O)c1ccc(C(=O)Nc2cc(C)cc(C)c2)cc1,10.0,1.3,1.0,-0.4,-14.3,-0.8,i,-3.4,-10.7
C=CCOC(=O)C1=C[C@@H](c2ccc(Br)cc2)[C@H](CCCO)[C@@H](OCC)O1,3.0,7.1,10.8,1.5,5.2,1.1,i,-14.4,1.0
CN(CC(=O)Nc1cccc(F)c1)C(=O)c1ccc2c(c1)S(=O)(=O)N=C1CCCCCN12,1.1,-4.3,-0.7,-0.2,7.4,0.1,i,-3.0,1.0
Nc1nc(SCC(=O)NC2CCCCC2)n[nH]1,-4.4,2.9,2.3,-0.8,0.5,-1.1,i,-11.2,-3.5
CC(C)(C)NC(=O)C(c1ccncc1)N(C(=O)Cn1nnc(-c2ccc(F)cc2)n1)c1ccccc1F (centres undefined),-5.8,-0.4,-3.1,-0.7,1.7,-4.9,i,-1.5,-7.4
CC(OC(=O)CCCN=C1NS(=O)(=O)c2ccccc21)C(=O)c1ccccc1 (centres undefined),-2.8,3.8,-1.0,0.1,-7.3,1.2,i,-0.7,-1.7
O=C(NCc1csc(-c2cccs2)n1)C1CCCCC1,-3.5,4.2,2.8,-0.1,-1.7,3.5,i,-2.0,-5.1
Cc1ccc(-c2csc(NC(=O)CN3C(=O)CCC3=O)n2)cc1,-3.1,9.6,1.4,0.8,7.8,1.1,i,-5.4,1.9
O=C(CSc1nnc(CCc2ccccc2)n1-c1ccc(Cl)cc1)c1ccccc1,29.2,8.2,-10.7,-0.5,5.0,-1.4,i,-0.8,-2.0
OC1(c2ccccc2)Cc2cccc[n+]2C1c1ccccc1 (centres undefined),-4.3,-2.2,0.5,1.1,-13.9,-0.3,i,-0.7,0.7
CCOC(=O)N1CCN(S(=O)(=O)c2ccc3c(c2)SCC(=O)N3)CC1,-2.4,6.2,8.0,-0.4,4.1,-1.4,i,-5.1,-1.6
Cc1c(N(C)C(=O)c2ccc3c(c2)OCO3)c(=O)n(-c2ccccc2)n1C,-8.2,1.4,-1.3,-0.3,-23.4,0.6,i,0.2,-0.4
Cc1ccc(-c2cc(C(=O)NCCCN3CCOCC3)c3ccccc3n2)cc1C,-3.5,5.2,0.8,0.9,-0.1,-1.2,·,-4.5,-1.9
S=c1[nH]cc(-c2ccccc2)[nH]1,-3.4,-8.9,-1.5,2.1,1.0,-3.5,·,-4.2,3.1
COc1ccc(CCNC(=O)C2CCN(S(=O)(=O)c3cccs3)CC2)cc1OC,-4.3,-14.9,-0.7,1.8,-0.2,2.6,i,-4.2,-2.6
N#C/C(=C\c1ccccc1)C(=O)NC(=O)Oc1ccccc1,-9.0,11.9,-7.3,1.4,-1.0,-3.5,i,-4.1,0.3
c1ccc(N2CCN(Cc3ccsc3)CC2)nc1,-7.9,0.3,-0.1,0.1,17.5,1.0,i,-5.2,-10.4
Fc1cc(F)cc(NC(=S)NN2CCOCC2)c1,-12.4,3.6,2.3,1.0,3.5,2.1,i,-9.7,-1.9
COc1cc(C(=S)N2CCCCC2)ccc1OCC(=O)N1CCCC1,-7.8,-0.2,-1.3,0.3,9.6,-0.7,i,10.2,-4.0
O=C(Nc1ccccc1)C1CCCN1S(=O)(=O)c1ccc(Br)cc1 (centres undefined),2.5,1.7,0.0,1.5,1.7,3.2,i,-1.1,-5.7
COc1ccc(N2CCN(C(=O)Cc3ccc(OC)c(OC)c3)CC2)cc1,-4.8,3.8,-0.8,0.9,-1.5,-2.7,i,-6.2,-1.1
O=C1c2ccccc2-c2onc3ccc(NCc4ccco4)c1c23,-220.4,128.5,77.5,·,58.5,-13.9,i,128.2*,-3.3
CC(C)CC(c1nnnn1CC1CCCO1)N1CCN(C2CCCC2)CC1 (centres undefined),-8.8,12.8,1.7,1.7,9.1,-3.1,i,-8.5,1.3
Cc1ccc(-n2ncc3c2CC(C)(C)CC3NC(=O)CCN2CCCO2)cc1 (centres undefined),-1.4,0.1,0.3,0.3,-1.2,3.6,i,8.6,-11.5
Cc1ccc(C)c2nc3sc(C(=O)N4CCCc5ccccc54)c(N)c3cc12,-33.1,112.7,-213.4,-0.6,-14.0,-1.2,i,-19.2,-11.0
CC(=O)Nc1cc(-c2cccc(C(=O)NCCN(C)C)c2)cn2c(-c3ccc(C(C)=O)cc3)cnc12,-6.2,2.5,4.5,2.4,10.5,-4.1,i,-8.1,-1.3
Cc1ccc(CNC(=O)C2CC(c3ccccc3[N+](=O)[O-])=NO2)o1 (centres undefined),-5.1,11.0,-1.0,1.5,1.3,1.1,i,3.9,-4.5
Fc1ccc(-c2nnn(Cc3ccc(F)cc3Cl)n2)cc1,22.8,0.6,3.2,-1.6,30.9,-0.4,i,8.0,-1.7
Cc1nc2sc(-c3ccccc3)cc2c(=O)n1-n1cccc1,6.7,-6.1,-3.8,2.6,-8.4,-0.8,i,3.3,-5.9
Cc1cccc(NC(=O)CSc2nnc(Cc3ccccc3)o2)c1,-2.3,3.3,2.1,0.0,-4.9,-1.4,i,8.0,-1.9
Cc1ccc(NC(=O)c2ccc(Cn3cc(Cl)cn3)o2)c(C)c1,2.9,3.4,-4.5,-1.8,5.6,1.4,i,-14.0,-1.0
CCOc1cc(C2c3c(oc4cc(C)c(Cl)cc4c3=O)C(=O)N2Cc2ccco2)ccc1O (centres undefined),-8.2,2.5,-15.3,-0.7,-0.9,-2.2,i,7.3,-3.7
CCOC(=O)c1ccc(N2C(=O)c3n[nH]c(C)c3C2c2ccccn2)cc1 (centres undefined),-4.1,0.0,-0.8,0.0,-0.3,2.4,i,-8.1,-3.1
Cc1ccc(NC(=O)CCCc2nc3ccccc3c(=O)[nH]2)c(Cl)c1,-1.1,1.1,-3.8,0.1,3.0,0.7,i,-17.6,-3.2
O=S(=O)(Nc1nccs1)c1ccc2c(c1)OCCO2,-5.7,1.0,-1.5,-0.7,17.8,-1.9,i,7.4,-0.5
O=C(/C=C/c1ccc([N+](=O)[O-])cc1)NCCSc1ccccc1,22.4,-8.7,1.6,2.5,7.1,1.3,i,-4.3,-5.1
O=C(CCCCCNc1nc(=S)[nH]c2ccccc12)NCCc1c[nH]c2ccccc12,4.3,-7.1,-1.7,0.0,6.2,1.0,i,-6.3,1.2
COc1cccc(N2C(=NC(=O)CCc3ccccc3)SC3CS(=O)(=O)CC32)c1 (centres undefined),7.2,0.9,2.3,1.0,11.1,0.7,i,-4.5,-1.0
CC(=O)NCCNC(=O)C1Cc2c(-c3ccc(Cl)cc3)ccnc2O1 (centres undefined),-4.3,6.9,-132.4,-0.3,8.2,-1.4,i,-8.3,-2.3
O=C(CSc1nnnn1-c1ccccc1)NCCCN1CCCC1=O,-7.4,2.5,1.9,-0.2,-9.7,-0.8,i,2.0,-6.3
COc1cccc(NC(=O)COC(=O)CCCc2c[nH]c3ccccc23)c1,18.6,-8.7,12.4,-0.7,-11.0,-4.6,i,-3.0,-5.6
O=C(/C(=C(\O)c1ccccc1)c1ncc[nH]1)c1ccccc1,0.0,1.6,-5.1,0.8,-3.8,0.6,i,15.5,-3.3
NS(=O)(=O)c1ccc(NCc2ccccc2OCc2ccccc2F)cc1,4.5,0.4,-6.7,-0.1,11.7,-1.1,i,-8.0,-3.1
COCC(C)NC(=O)c1ccc(CN2CCc3ccccc3C2)cc1 (centres undefined),-2.5,8.1,4.8,-1.4,3.5,0.8,i,-3.4,-2.6
CCN(CC(=O)Nc1ccccc1C(F)(F)F)C(=O)c1ccc(N2C(=O)CCC2=O)cc1,-2.1,14.4,-1.8,0.7,-12.8,0.9,i,3.2,-4.9
COC(=O)c1sccc1NC(=O)c1cc(C)on1,-1.1,-2.8,0.3,·,-27.8,0.7,·,12.1,-12.0

Exported with each value named: entries from further up
> O=C(/C=C/c1ccc([N+](=O)[O-])cc1)NCCSc1ccccc1
  FAS-TE inh = 22.4; NRP1-CendR mod = -8.7; MT1-MMP act inh = 1.6; MsrA inhibitor = 2.5; SKN-1 inh = 7.1; Rin1-Abl PPI inh = 1.3; Neddyl block = i; eLon inh = -4.3; bovine MsrA act = -5.1

> O=C(CCCCCNc1nc(=S)[nH]c2ccccc12)NCCc1c[nH]c2ccccc12
  FAS-TE inh = 4.3; NRP1-CendR mod = -7.1; MT1-MMP act inh = -1.7; MsrA inhibitor = 0.0; SKN-1 inh = 6.2; Rin1-Abl PPI inh = 1.0; Neddyl block = i; eLon inh = -6.3; bovine MsrA act = 1.2
